High-throughput results as filed in PubChem.
NCI-60 one-dose screen, 48 h, at 10 µM unless noted. Numbers give growth in % (100 = growth as untreated, 0 = no growth, -100 = all killed).
SK-MEL-28 – SK-MEL-28 melanoma | 81,000 compounds, 4.1% hits | AID 1794761
MDA-MB-435 – MDA-MB-435 melanoma | 82,000 compounds, 7.8% hits | AID 1794794
MALME-3M – MALME-3M melanoma; 78,000 compounds, 5.8% hits; AID 1794766
LOX IMVI – LOX IMVI melanoma | 79,000 compounds, 7.4% hits
UACC-257 – UACC-257 melanoma; 78,000 compounds, 4.4% hits; AID 1794764
SK-MEL-5 – SK-MEL-5 melanoma | 80,000 compounds, 6.4% hits | AID 1794755
UACC-62 – UACC-62 melanoma. 81,000 compounds, 5.4% hits. AID 1794756
SK-MEL-2 – SK-MEL-2 melanoma | 77,000 compounds, 4.7% hits | AID 1794763
* hit, by the source's call; . = no result given; & = joins results of further samples. Rule for the calls: active = growth percent below 10; inactive = the rest.

1: CCC1(C)C(=O)N(Br)C(=O)N1Br (configuration not stated)
2: Cc1cn2c(=O)c3ncn(C4OC(CO)C(O)C4O)c3n(C)c2n1 (configuration not stated)
3: Clc1ccc(CNc2ncnc3[nH]ncc23)c(Cl)c1
4: Clc1ccc(C2CCN(Cc3ccccc3)CCO2)cc1 (configuration not stated)
5: CC(C)(C)c1cc(-n2c(-c3cc4ccccc4[nH]c3=O)nc3cc(C(=O)Nc4ccc(Cl)cc4)ccc32)n[nH]1
6: O=C(N=P(c1ccccc1)(c1ccccc1)c1ccccc1)c1ccccc1
7: COc1cc(-c2ccc(Nc3nc4ccccc4s3)c(OC)c2)ccc1Nc1nc2ccccc2s1
8: Cc1cccc2c1C[C@@]1(C2=O)C(c2ccccc2)=NOS1=O (some centres not stated)

assay / entry	1	2	3	4	5	6	7	8
SK-MEL-28	121	113	113	108	93	98	114	105
MDA-MB-435	106	106	102	105	85	100	112	101
MALME-3M	89	94	123	118	85	115	99	100
LOX IMVI	100	95	86	79	.	84	98	83
UACC-257	108	101	97	99	98	96	97	93
SK-MEL-5	106	97	100	100	82	101	99	90
UACC-62	112	110	92	90	95	89	90	81
SK-MEL-2	98	104	104	102	103	110	92	96

9: CS(=O)(=O)c1ccc(C(=N)N)cc1
10: O=C1NN(c2ccccc2)C(c2cccnc2)=N/C1=C\c1cccnc1
11: Cc1cccc2cc(C3CNC(=O)c4ccccc4N3)c(=O)[nH]c12 (configuration not stated)
12: CCC1([N+](=O)[O-])COC(c2ccccc2)OC1 (configuration not stated)
13: c1cc(NC2CCCCC2)ccc1CN1CCOCC1
14: CCOC(=O)c1sc2c(c1C)c(=O)nc1c(-c3nc(-c4ccccc4)cs3)n[nH]n12
15: CCn1cc(C(=O)NN2C(=O)C=CC2=O)c(=O)c2ccc(C)nc21
16: CCCCCCC(C)(O)C#CC(C)(O)CCCCCC (configuration not stated)

assay / entry	9	10	11	12	13	14	15	16
SK-MEL-28	109	116	102	100	85	103	105	105
MDA-MB-435	.	92	106	105	85	100	104	108
MALME-3M	104	105	96	119	98	95	96	101
LOX IMVI	100	83	94	100	119	88	96	93
UACC-257	106	105	100	109	107	.	91	101
SK-MEL-5	101	92	102	106	105	100	100	79
UACC-62	111	86	106	89	94	92	92	78
SK-MEL-2	120	103	97	101	116	91	105	.

17: COC(=O)CC(=O)c1ccco1
18: O=C1c2cccc(Sc3ccccc3)c2C(=O)c2c(Sc3ccccc3)cccc21
19: COc1cc(C(=O)Nc2ccc(S(=O)(=O)Nc3nc(C)cc(C)n3)cc2)cc(OC)c1OC
20: O=[N+]([O-])c1ccc(NN=C(CO)CO)c([N+](=O)[O-])c1
21: [O-][n+]1ccc(CC(O)(C(F)(F)F)C(F)(F)F)cc1
22: Cc1ccc(C2C3CC4CCCCC4N3[C@@]3(C(=O)Nc4cc(Cl)ccc43)C2C(=O)c2nc3ccccc3[nH]2)cc1 (some centres not stated)
23: C/C(NCCc1ccc(O)cc1)=C1\CCOC1=O
24: Cc1cc(N)c2cc(NC(=O)CCCCCCCC(=O)Nc3ccc4nc(C)cc(N)c4c3)ccc2n1

assay / entry	17	18	19	20	21	22	23	24
SK-MEL-28	103	102	101	106	101	66	117	104
MDA-MB-435	108	110	90	101	111	27	105	91
MALME-3M	94	161	115	89	99	34	106	92
LOX IMVI	95	97	100	88	98	30	105	98
UACC-257	79	105	103	.	97	35	99	84
SK-MEL-5	106	102	98	99	96	45	103	81
UACC-62	.	90	96	85	106	55	87	96
SK-MEL-2	91	81	.	102	100	60	91	81

25: CN(C)S(=O)(=O)c1cccc(C(=O)Nc2nc(-c3ccc(F)c(F)c3)cs2)c1
26: Cc1ncc(-c2ccoc2)c(NC2CCCCCC2)n1
27: CC/C(=C(/c1ccc(O)cc1)c1ccc(OCCN(C)C(=O)CCOCCNC(=O)Cc2ccc3c(c2)CN([C@@H]2CCC(=O)NC2=O)C3=O)cc1)c1ccccc1
28: CCCCCCCCNc1ncnc2c1ncn2Cc1nnc2c3ccccc3c(Cl)nn12
29: COc1ccccc1N=NC(C#N)C(N)=O (configuration not stated)
30: NS(=O)(=O)c1ccc(Nc2ccnc(SCC(=O)c3ccc(F)cc3)n2)cc1
31: COc1ccc(Nc2nn3c(SCC(=O)c4ccc(OC)cc4)nnc3s2)cc1
32: COC(CC(F)F)c1ccc2ccccc2c1 (configuration not stated)

assay / entry	25	26	27	28	29	30	31	32
SK-MEL-28	102	128	80	63	129	108	109	106
MDA-MB-435	83	110	85	46	97	104	105	100
MALME-3M	91	.	13	70	128	102	110	99
LOX IMVI	72	97	94	13	98	89	93	111
UACC-257	43	96	96	47	.	93	99	103
SK-MEL-5	2.4*	100	72	39	106	89	97	99
UACC-62	46	104	85	30	111	81	91	98
SK-MEL-2	32	.	75	17	105	99	99	110

33: CCCCCCCCCCCCCC(N)=O
34: O=C(COc1ccc(/C=C2\C(=O)Nc3cc(Cl)ccc32)cc1)Nc1ccccc1
35: Cc1ncc(CSSCc2cnc(C)c(O)c2CO)c(CO)c1O
36: Nc1nc2c(F)c(F)c(F)c(F)c2s1
37: CCCSc1ccc2nc(NC(=O)OCC3(C)COC3)[nH]c2c1
38: COc1ccc(CNc2c3ccccc3nc3ccccc23)cc1OC
39: O=S(=O)(c1ccccc1)c1no[n+]([O-])c1-c1ccncc1
40: Cc1cc(O)c(C=NC(=S)c2ccncc2)c(=O)o1

assay / entry	33	34	35	36	37	38	39	40
SK-MEL-28	107	111	100	109	100	35	103	104
MDA-MB-435	106	111	98	101	30	29	98	105
MALME-3M	113	106	97	103	97	7.9*	104	116
LOX IMVI	106	89	99	.	98	-3.8*	99	95
UACC-257	107	111	102	104	92	22	106	105
SK-MEL-5	98	100	95	96	99	17	102	103
UACC-62	103	90	97	97	85	27	97	103
SK-MEL-2	131	104	120	106	91	39	107	103

41: C/C(=C(/c1ccccc1)c1ccc(N2C(=O)c3cccc4c(Nc5ncccn5)ccc(c34)C2=O)cc1)c1ccccc1
42: C#Cc1nc(/C=C/CCCCCCC(=O)NO)cs1
43: CC(=O)c1ccccc1O
44: CCC(=O)Nc1ncnc2nc[nH]c12
45: CC1=NN(c2ccc(S(=O)(=O)O)cc2)C(=O)C1N=Nc1ccc(-c2ccc(N=Nc3ccc(OS(=O)(=O)c4ccc(C)cc4)cc3)c(S(=O)(=O)O)c2)cc1 (configuration not stated)
46: CCCCCCCCN(CCO)CCCCCCCC
47: N=c1c(S(=O)(=O)c2ccccc2)cc2c(=O)n3ccccc3nc2n1C1CCCC1
48: O=C1C(c2c[nH]c3ccccc23)=C(c2coc3cc(Br)ccc23)C(=O)N1O

assay / entry	41	42	43	44	45	46	47	48
SK-MEL-28	99	75	109&92&103	107	103	101	102	111
MDA-MB-435	99	55	109&111&105	103	95	108	108	103
MALME-3M	103	22	114&95&101	108	108	.	108	107
LOX IMVI	.	-84*	103&93&100	108	69	102	.	62
UACC-257	103	57	96&89&109	101	104	94	111	100
SK-MEL-5	89	63	102&102&100	100	104	98	84	97
UACC-62	86	46	101&105&101	101	92	109	80	85
SK-MEL-2	85	96	111&98&107	102	79	.	104	97

Gathered by group: those above containing fluorine (5)
21: [O-][n+]1ccc(CC(O)(C(F)(F)F)C(F)(F)F)cc1
25: CN(C)S(=O)(=O)c1cccc(C(=O)Nc2nc(-c3ccc(F)c(F)c3)cs2)c1
30: NS(=O)(=O)c1ccc(Nc2ccnc(SCC(=O)c3ccc(F)cc3)n2)cc1
32: COC(CC(F)F)c1ccc2ccccc2c1 (configuration not stated)
36: Nc1nc2c(F)c(F)c(F)c(F)c2s1

assay / entry	21	25	30	32	36
SK-MEL-28	101	102	108	106	109
MDA-MB-435	111	83	104	100	101
MALME-3M	99	91	102	99	103
LOX IMVI	98	72	89	111	.
UACC-257	97	43	93	103	104
SK-MEL-5	96	2.4*	89	99	96
UACC-62	106	46	81	98	97
SK-MEL-2	100	32	99	110	106

(list continues)
49: CCCCC[C@@H]1C/C=C(\C)[C@@H](O)C(C)(C)C(=O)[C@@H](C)/C=C(\C)[C@@H]2C[C@H](O)C[C@](O)(CC(=O)O1)O2
50: NC(=O)C1(c2ccccc2)OC(=O)c2ccccc21 (configuration not stated)
51: C=C1C[C@@H](c2cccc(C)c2C)O[C@H]2C[C@@H](C)CC[C@H]12
52: COc1cc(/C=C/C(=O)c2ccc(Nc3nc(Nc4ccc(F)cc4)nc(Nc4ccc(Cl)cc4)n3)cc2)cc(OC)c1OC
53: Cc1ccccc1CNc1c2ccccc2nc2ccccc12
54: O=C(O)c1ccc(C(=O)c2ccccc2)cc1
55: COc1ccc(C2=Nc3c/c(=C\c4c(O)[nH]c5ccc(Cl)cc45)ccc3=N2)cc1
56: COc1ccccc1CNC(=O)C1CSC2(C)c3ccccc3C(=O)N12 (configuration not stated)

assay / entry	49	50	51	52	53	54	55	56
SK-MEL-28	76	106	96	-33*	58	108	36	109
MDA-MB-435	24	107	100	69	24	102	-68*	104
MALME-3M	35	100	106	56	15	97	41	100
LOX IMVI	51	103	98	37	9.1*	91	9.3*	99
UACC-257	1.3*	93	80	102	33	111	54	74
SK-MEL-5	-18*	102	100	33	34	104	35	98
UACC-62	56	95	89	57	47	101	48	95
SK-MEL-2	9.8*	97	106	63	40	84	20	99

57: O=C(O)c1cccc(C(=O)O)c1C(=O)O
58: NS(=O)(=O)c1ccc(-n2cc(-c3cccc(NC(=O)c4cc(N5CCOCC5)cc(C(F)(F)F)c4)c3)nn2)cc1
59: CCOC(=O)N(Cc1ccccc1)c1ccccc1
60: CC(C)(C)OC(=O)NCC(=O)NCC(=O)NCC(=O)OCc1ccccc1
61: CNS(=O)(=O)Oc1ccc(NC(=O)C2CCCC2)cc1
62: C/C(=C\CCc1ccoc1)CC/C=C(\C)CCCN1CCOCC1
63: CC(C)=CCC[C@](C)(O)[C@H]1CC[C@]2(C)[C@@H]1CC[C@@H]1[C@@]3(C)C/C(=C/O)C(=O)C(C)(C)[C@@H]3CC[C@]12C
64: CC(/C=N/NC(=O)c1cc(-c2ccco2)[nH]n1)=C\c1ccccc1

assay / entry	57	58	59	60	61	62	63	64
SK-MEL-28	105	37	110	105	102	80	114	104
MDA-MB-435	102	86	110	98	107	72	101	90
MALME-3M	98	54	105	86	108	56	128	91
LOX IMVI	.	47	100	97	101	.	103	98
UACC-257	99	66	105	104	.	53	108	90
SK-MEL-5	104	.	103	100	101	16	100	99
UACC-62	89	41	103	103	92	63	97	94
SK-MEL-2	115	62	109	.	94	79	113	.

65: O=C(O)CCc1ccc(NP(=O)(NCCCl)NCCCl)cc1
66: CCOC(=O)c1nnn(-c2ccccc2)c1-c1cccnc1
67: CNC(=S)N(C)C
68: CN(C)C(=O)c1ccccc1C(=O)O
69: COc1cc(C(=O)c2c(N)ncn2-c2ccccc2)cc(OC)c1OC
70: COc1ccc(-c2cnc3sc4c(-c5ccc(Br)cc5)n[nH]c(=O)c4n23)cc1
71: CCOc1cc(N2CCOCC2)c(OCC)cc1N
72: CCSCCC1(CCC(C)C)C(=O)NC(=Nc2ccccc2)NC1=O (configuration not stated)

assay / entry	65	66	67	68	69	70	71	72
SK-MEL-28	105	108	117	106	92	102	123	104
MDA-MB-435	103	106	110	102	44	105	104	92
MALME-3M	94	103	124	96	106	111	112	91
LOX IMVI	99	98	97	96	92	101	97	81
UACC-257	98	88	109	102	109	93	93	69
SK-MEL-5	114	107	106	101	89	97	101	83
UACC-62	106	101	105	106	70	91	104	74
SK-MEL-2	108	81	116	91	104	92	103	100

This is a random part of the collection. Share with any hit: about 13%.
